# Compound activity as filed in PubChem.
# MEKK2wt PB1 HTS: modulators of MEK5 binding to wildtype MEKK2, primary screen, biochemical, multiplex bead flow cytometry, Alexa488-MEK5; Alexa488-MEK5 binding to MEKK2 WT; actives lie on both sides; binding response (% of control), % at 10 µM; 1.1% of 290,000 active; AID 1531, 2009; in the data active = binding response below about 67% or above about 130%
# V1R ag counter: agonists of human V1a receptor, primary screen, counter-screen for OXTR agonist project, fluorescence, CHO-V1R cells; Vasopressin V1a receptor (Homo sapiens), P37288; Fluo-8 calcium fluorescence, agonist mode; 0% DMSO, 100% 3 nM vasopressin; activation, % at 3 µM; 0.25% of 320,000 active;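 active = activation above the mean activation of all tested compounds plus 3 SD, per screening run, cut at about 20% in these data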;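 note: signal is peak over basal fluorescence ratio across a 100 second FLIPR read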
# GalR3 antagonist: GalR3 antagonists in HEK293 cells, primary screen, cell-based, fluorescence readout; Galanin receptor type 3 (Homo sapiens), O60755; HEK293 GalR3-CNG cAMP membrane potential fluorescence; galR3 body fused to GalR1 C-terminus; inhibition, % at 3 µM; 0.44% of 360,000 active; AID 651719, 2012;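 active = inhibition above the screen-wide average plus 3 SD, cut at about 13% in these data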;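 note: forskolin and galanin both at EC90 stimulate the cells; cAMP rise reported by CNG channel membrane potential dye signal; 0% = forskolin plus galanin with DMSO and 100% = forskolin alone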
# Target sequence (O60755 1-299 limits assumed): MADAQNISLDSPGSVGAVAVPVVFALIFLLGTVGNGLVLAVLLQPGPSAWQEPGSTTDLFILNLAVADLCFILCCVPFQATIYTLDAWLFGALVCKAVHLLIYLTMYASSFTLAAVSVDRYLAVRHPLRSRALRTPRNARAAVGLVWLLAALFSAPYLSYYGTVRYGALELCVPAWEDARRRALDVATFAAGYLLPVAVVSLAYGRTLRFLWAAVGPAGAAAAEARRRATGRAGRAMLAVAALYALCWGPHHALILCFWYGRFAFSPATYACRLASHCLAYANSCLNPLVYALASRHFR
# GPR7 antag: GPR7 receptor antagonists, primary screen, cell-based, fluorescence, single concentration. Neuropeptides B/W receptor type 1 (Homo sapiens), P48145. GPR7-expressing cells, fluorescence antagonist assay. inhibition, % at 4.4 µM. AID 1861, 2009. 1.1% of 290,000 active; in the data active = inhibition above about 16%, passing the limit was not always enough;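 note: cells stimulated with the agonist NPW; 0% = agonist with vehicle and 100% = vehicle without agonist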
# Target sequence (P48145 whole entry, looked up): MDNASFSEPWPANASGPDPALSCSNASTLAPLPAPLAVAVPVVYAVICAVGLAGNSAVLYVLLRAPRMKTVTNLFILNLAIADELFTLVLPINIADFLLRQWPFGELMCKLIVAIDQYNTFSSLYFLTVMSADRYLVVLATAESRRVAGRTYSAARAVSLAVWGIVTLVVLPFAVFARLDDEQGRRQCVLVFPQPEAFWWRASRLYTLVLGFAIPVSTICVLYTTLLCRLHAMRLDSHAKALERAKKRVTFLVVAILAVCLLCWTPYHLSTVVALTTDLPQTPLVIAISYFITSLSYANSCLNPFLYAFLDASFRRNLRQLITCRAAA
# NALP1 inh: NALP1 inflammasome inhibitors in reconstituted yeast, colorimetric, S. cerevisiae, triplicate retest; S. cerevisiae NALP1/ASC/caspase-1 growth, X-gal OD620, 72 h; inhibition, % at 10 µM; 0.61% of 280,000 active; in the data active = inhibition mostly above about 24%, no sharp cut-off; inactive = mostly below about 32%; note: some compounds called inactive have numbers as strong as hits
# M18AAP inhibitor: PfM18AAP inhibitors, malaria aminopeptidase, primary screen, biochemical, QFRET, recombinant enzyme; M18 aspartyl aminopeptidase (Plasmodium falciparum 3D7); H-Glu-NHMec fluorogenic cleavage; inhibition, % at 7.35 µM; 1.2% of 290,000 active; AID 1822, 2009;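 active = inhibition above the campaign mean inhibition over all tested compounds plus 3 SD, cut at about 28% in these data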;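 note: 0% = plate median of test compound wells and 100% = 2 mM ZnCl2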
# OXTR potentiate: human OXTR potentiators, primary screen, fluorescence, CHO-OTR cells, Fluo-8 calcium | activation, % at 3 µM | Oxytocin receptor (Homo sapiens), P30559 | Fluo-8 calcium fluorescence, potentiator mode; 0% = oxytocin EC15, 100% = EC100 | AID 2445, 2010 | 0.061% of 320,000 active;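 active = activation above that plate's cutoff, the mean activation of tested compounds plus 3 SD, cut at about 6.6% in these data, passing the limit was not always enough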;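 note: 100% uses oxytocin at 75 nM as the full agonist control; some results filed as inactive read as strong as hits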
# Target sequence (P30559 whole entry, looked up): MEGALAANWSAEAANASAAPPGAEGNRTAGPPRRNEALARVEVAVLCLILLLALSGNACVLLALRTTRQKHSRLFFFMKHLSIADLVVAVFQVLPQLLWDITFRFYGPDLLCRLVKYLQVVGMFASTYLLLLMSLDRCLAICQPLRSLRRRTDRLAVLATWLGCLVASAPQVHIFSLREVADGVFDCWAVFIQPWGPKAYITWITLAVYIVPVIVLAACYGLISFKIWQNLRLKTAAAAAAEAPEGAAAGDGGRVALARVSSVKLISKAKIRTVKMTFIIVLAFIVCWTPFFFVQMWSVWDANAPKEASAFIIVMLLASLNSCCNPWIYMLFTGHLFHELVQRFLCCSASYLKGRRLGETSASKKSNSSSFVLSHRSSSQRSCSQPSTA
#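 System: human OTR in CHO cells / Also added: sub-maximal oxytocin, roughly EC15 / Control set: EC15 oxytocin low, 75 nM oxytocin high / Schedule: 6 min compound pre-incubation at room temperature, 100 s kinetic read / Compound: single-point 3.0 µM / Replication: singlicate / Technique: Fluo-8 calcium dye fluorescence / Read-out basis: % activation of max/min ratio relative to oxytocin controls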
# MEKK2 mut-MEK5: MEK5 binding signal on mutant MEKK2 PB1, primary screen, biochemical, multiplex bead flow cytometry, Alexa488-MEK5. Alexa488-MEK5 binding to MEKK2 mutant. percent response, % at 10 µM. 0.35% of 290,000 active; in the data active = percent response above about 24%, passing the limit was not always enough; note: inactives centre near 1; some results filed as inactive read as strong as hits
# OXTR agonist: human OXTR agonists, primary screen, fluorescence, CHO-OTR cells, Fluo-8 calcium. AID 2435, 2010. 0.32% of 320,000 active. Fluo-8 calcium fluorescence; normalized: DMSO 0%, oxytocin 100%. activation, % at 3 µM. Oxytocin receptor (Homo sapiens), P30559;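 active = activation above the mean of all tested compounds plus 3 SD, cutoff set per screening run, cut at about 20% in these data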;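 note: peak over basal fluorescence ratio from a 100 s FLIPR kinetic read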
# Starred values were filed as active, the others as inactive; nt = not tested or not shown; [ ] = remark or other dose.
SMILES,MEKK2wt PB1 HTS,V1R ag counter,GalR3 antagonist,GPR7 antag,NALP1 inh,M18AAP inhibitor,OXTR potentiate,MEKK2 mut-MEK5,OXTR agonist
FC(F)(F)c1cc(-c2ccccc2)nc(NCC2CCCO2)n1 (configuration not stated),95.0,0.3,-4.9,-7.4,15.1,7.8,-14.4,-3.0,-2.3
O=C(O)c1cccc(N/C(=N\S(=O)(=O)c2ccccc2)c2ccccc2)c1,95.0,0.1,-5.4,1.6,-8.1,-7.3,-11.9,2.0,-0.6
O=C(CCN1C(=O)/C(=C/c2ccc(F)cc2)SC1=S)NCCc1cnc[nH]1,104.0,-0.3,-8.6,-18.5,-14.8,11.5,-6.3,4.0,-0.2
Cc1cc(C)c(OCC(=O)Nc2ccc(S(=O)(=O)N3CCOCC3)cc2)c(C)c1,112.0,0.3,3.3,-26.8,6.0,3.0,-2.9,8.0,-0.6
CC(Cc1ccccc1)C(=O)N[C@@H](CO)Cc1ccccc1 (some centres not stated),94.0,0.1,-3.8,-10.8,15.3,0.5,-8.5,5.0,-0.1
C=CCNC(=O)c1cc(Cl)cc(Cl)c1,92.0,0.0,-4.4,-8.6,1.7,2.0,-3.5,-6.0,-1.0
CC(C)CNC(=O)N[C@@H](CC(C)C)C(=O)O,96.0,-0.6,-5.0,2.8,nt,-5.4,5.9,-3.0,0.7
CCOc1cc(Br)c(C(=O)O)cc1OCC,88.0,0.3,-1.9,-3.4,16.7,-1.9,-4.5,-10.0,0.5
COC(=O)COc1ccc2oc(=O)cc(C)c2c1,97.0,0.8,3.1,2.9,0.8,7.2,-20.8,-1.0,0.4
COc1ccc(C)cc1C1=Nc2ccccc2C1(C)C,100.0,-1.1,-4.7,-12.0,20.8,5.0,0.2,-1.0,-2.4
CCCCOc1ccc(C(O)(CC)CCN2CCOCC2)cc1 (configuration not stated),103.0,-0.2,-2.8,-10.9,12.1,4.8,-0.5,12.0,3.9
O=C(Nc1ccccc1)c1cccc(C(=O)Nc2ccccc2)n1,107.0,-0.8,5.1,-15.4,19.2,-7.6,-4.7,4.0,0.0
CCOC(=O)CSC1=N/C(=C/c2ccc(-n3cncn3)cc2)C(=O)N1C(C)=O,102.0,-0.6,0.5,-20.5,8.8,8.6,-16.1,6.0,-1.6
COc1ccc([C@H]2Cc3cccc(O)c3C(=O)O2)cc1O,nt,1.3,-3.2,nt,nt,nt,-7.8,nt,1.9
Cc1ccc(NC(=O)Cn2cc(C=O)c3ccccc32)cc1C,99.0,0.2,-10.2,-3.4,11.1,-0.1,-12.4,2.0,-0.6
Cn1c(Cn2c(=O)sc3ccccc32)nnc1SCC(=O)NCC1CCCO1 (configuration not stated),103.0,-1.3,3.4,1.0,19.1,2.2,-0.2,4.0,-0.4
CS(=O)(=O)c1sc(C(=O)NC(=O)Nc2cccc(C(F)(F)F)c2)c2c1C=CCC2,100.0,-0.2,-4.4,4.3,nt,-0.2,-15.8,-4.0,-0.2
CCOC(=O)N1CCN(c2ccccc2OC)CC1,99.0,-0.8,-4.4,-3.5,30.7,-1.0,0.5,-6.0,-0.6
CC1CCc2c(C(=O)Nc3ccc(OC(F)(F)F)cc3)csc2C1 (configuration not stated),135.0,0.3,-3.2,-7.8,21.1,0.3,-10.7,17.0,-1.7
CCc1c(C(=O)N/N=C/c2cn[nH]c2-c2ccc(F)cc2)csc1C,99.0,-1.1,-3.7,-8.1,11.4,0.9,-4.9,0.0,-2.4

# Next section, starting with the last 2 of the part before.
SMILES,MEKK2wt PB1 HTS,V1R ag counter,GalR3 antagonist,GPR7 antag,NALP1 inh,M18AAP inhibitor,OXTR potentiate,MEKK2 mut-MEK5,OXTR agonist
CC1CCc2c(C(=O)Nc3ccc(OC(F)(F)F)cc3)csc2C1 (configuration not stated),135.0,0.3,-3.2,-7.8,21.1,0.3,-10.7,17.0,-1.7
CCc1c(C(=O)N/N=C/c2cn[nH]c2-c2ccc(F)cc2)csc1C,99.0,-1.1,-3.7,-8.1,11.4,0.9,-4.9,0.0,-2.4
Cc1ccc(S(=O)(=O)n2nc(OC(=O)c3cccs3)cc2N)cc1,108.0,1.9,2.6,5.4,0.4,-30.2,-12.2,3.0,-0.6
CCCN(CCC)CCCNC(=O)CC1Nc2ccccc2NC1=O (configuration not stated),102.0,0.4,-4.2,-4.4,9.4,-3.5,-6.1,-2.0,0.4
COc1cccc(-c2ccc(NC(=O)C3CCCN(Cc4cnn(C)c4C)C3)cc2)c1 (configuration not stated),115.0,8.8,-9.0,-1.2,5.6,-0.5,-11.2,3.0,4.6
Cc1ccc(-n2c(SCC(=O)OC(C)C)nnc2-c2ccncc2)cc1,99.0,-0.7,-0.1,0.4,-7.7,9.6,-16.8,7.0,-0.2
CCOC(=O)c1cc2c(=O)[nH]ccc2nc1C,92.0,0.6,-7.0,20.9,19.2,-3.6,-4.6,-8.0,1.2
O=C(Nc1ccccc1F)C1CCCN(S(=O)(=O)c2ccc(-n3cnnn3)cc2)C1 (configuration not stated),100.0,6.8,-5.6,-3.6,-9.1,4.3,-7.2,6.0,5.4
O=C(OCC(=O)N1CCC(Cc2ccccc2)CC1)c1cc(Cl)ccc1O,nt,0.2,-1.6,nt,nt,nt,-1.0,nt,-0.1
Cc1ccc(NC(=O)CCC(=O)NNC(=O)c2ccccc2[N+](=O)[O-])c(C)c1,102.0,0.6,-3.5,-8.1,2.9,1.9,-11.7,-2.0,0.3
Cc1ccc(S(=O)(=O)Nc2cc3c(cc2N2CCOCC2)n(C)c(=O)c(=O)n3C)cc1,101.0,1.4,3.9,-0.4,8.5,9.7,-11.4,7.0,-0.7
COc1cc(/C=N/NC(=O)CC2(C)OCCCO2)ccc1OCc1ccccc1,93.0,3.2,-3.6,-2.1,4.4,2.1,-13.0,-1.0,2.5
CCOC(=O)/C(C#N)=C\c1c(OCC)n(CC)c2ccccc12,109.0,-1.1,-10.8,-14.7,20.0,1.9,-4.6,1.0,-1.7
CC(C)(C)C(=O)Nc1ccc(-c2csnn2)cc1,92.0,0.8,-2.4,-5.4,8.5,7.2,-0.6,-9.0,0.1
N#CNC(=Nc1cccc(C(F)(F)F)c1)SCc1ccc(C(=O)O)cc1,102.0,0.8,2.5,-8.5,-1.7,-7.6,-0.6,-1.0,1.2
CC(=O)Nc1ccc(S(=O)(=O)N2CCN(C(=O)c3ncoc3-c3ccc(F)cc3)CC2)cc1,98.0,3.1,-4.0,5.8,16.0,0.7,-12.7,-7.0,1.2
COc1ccc(C(=O)Nc2c(C)cc(C)cc2C)cc1OC,100.0,-0.5,0.4,-2.6,9.9,-9.7,-8.1,0.0,-0.1
COCCNC(=O)/C(C#N)=C/c1cccc(OCc2ccccc2)c1,97.0,-1.1,nt,4.3,-14.6,-2.9,-13.2,2.0,-2.9
CS(=O)(=O)c1cccc(NC(=O)c2ccc(Cl)c(Cl)c2)c1,99.0,3.8,-5.8,-1.0,-1.7,-16.4,-9.0,0.0,6.3
COc1ccc2c(c1)c1ncn(CC3CCCO3)c(=O)c1n2C (configuration not stated),96.0,-1.0,2.0,-16.3,15.8,-8.9,-8.7,-1.0,-1.5
COC(=O)[C@]1(C)N[C@H](CN(C)S(=O)(=O)c2ccc(OC(F)(F)F)cc2)[C@@H]2C(=O)N(C)C(=O)[C@@H]21,nt,0.3,0.8,nt,nt,nt,11.8,nt,0.0
CCC1(C)CC2(CCCN(CCC(O)(c3ccccc3)c3ccccc3)C2)CCO1 (configuration not stated),106.0,-1.2,-5.7,26.2*,nt,-3.2,-3.8,3.0,-2.9

# By substructure, those above containing a Cl atom
SMILES,MEKK2wt PB1 HTS,V1R ag counter,GalR3 antagonist,GPR7 antag,NALP1 inh,M18AAP inhibitor,OXTR potentiate,MEKK2 mut-MEK5,OXTR agonist
C=CCNC(=O)c1cc(Cl)cc(Cl)c1,92.0,0.0,-4.4,-8.6,1.7,2.0,-3.5,-6.0,-1.0
O=C(OCC(=O)N1CCC(Cc2ccccc2)CC1)c1cc(Cl)ccc1O,nt,0.2,-1.6,nt,nt,nt,-1.0,nt,-0.1
CS(=O)(=O)c1cccc(NC(=O)c2ccc(Cl)c(Cl)c2)c1,99.0,3.8,-5.8,-1.0,-1.7,-16.4,-9.0,0.0,6.3

# More results follow.
SMILES,MEKK2wt PB1 HTS,V1R ag counter,GalR3 antagonist,GPR7 antag,NALP1 inh,M18AAP inhibitor,OXTR potentiate,MEKK2 mut-MEK5,OXTR agonist
COC(=O)C1=C(C)N(c2cccc(C(C)=O)c2)C(=O)C1,104.0,1.0,-2.1,-15.1,nt,5.0,7.6,2.0,2.3
NCC(c1ccccc1)c1c[nH]c2ccccc12 (configuration not stated),115.0,0.6,-6.2,-1.6,7.8,1.5,-22.3,5.0,2.0
CCOC(=O)C(C(=O)Nc1cccc(C)c1)C1CCCCC1 (configuration not stated),-4.0*[inhibitor],-1.4,-6.6,9.1,7.6,2.8,-0.8,-34.0,-2.8
Clc1ccccc1OCc1nnc(-c2ccccc2)o1,107.0,0.0,-5.4,-0.4,27.7,0.1,-6.4,2.0,-2.5
CCOc1ccc(OCc2ccc(C(=O)NCC3CCCO3)o2)cc1 (configuration not stated),103.0,-0.3,-2.3,13.7,31.4,-6.5,-0.6,7.0,1.5
COc1ccc(CN2C(=O)[C@@H]3C(c4ccccc4Cl)=NO[C@@H]3C2=O)cc1,107.0,0.5,1.0,-11.2,7.3,-7.7,-8.9,1.0,-1.1
CCOC(=O)C1CCN(C(c2cc3ccc(C)cc3[nH]c2=O)c2nnnn2C2CCCCC2)CC1 (configuration not stated),103.0,-0.6,-2.6,10.1,-2.7,-1.8,-6.9,4.0,-1.6
CC1(C)CC(=O)C(C=NCCN2CCN(C(=O)CC3CCCC3)CC2)=C(O)C1,109.0,nt,-3.2,-3.9,6.1,-1.6,nt,8.0,nt
CCOC(=O)c1[nH]c2ccc(OC)cc2c1NC(=S)N1CCN(c2ccccn2)CC1,109.0,-0.8,-7.7,-3.0,-11.4,8.7,-6.0,8.0,-0.5
Cn1ccsc1=NC(=O)c1ccc(S(=O)(=O)C(F)F)cc1,108.0,1.8,-5.9,-5.6,-4.0,1.4,-4.3,2.0,1.0
Cc1ccc(CSC2=Nc3ccccc3C3=NC(CC(=O)NCc4ccco4)C(=O)N23)cc1 (configuration not stated),97.0,-0.1,-3.2,3.3,-7.1,-0.1,-18.3,1.0,-2.6
CN(C)S(=O)(=O)c1cccc(C(=O)NCC(=O)NC2CCN(Cc3ccccc3)CC2)c1,93.0,1.0,-10.1,-9.4,23.1,1.3,-1.6,-12.0,-0.1
O=C(CCCOc1ccccc1)n1nnc2ccccc21,92.0,0.7,-0.6,-12.5,4.1,-2.4,-3.9,-3.0,1.0
CCOC(=O)c1c(NC(=O)c2ccc(S(=O)(=O)N3CCOCC3)cc2)sc2c1CC(C)(C)NC2(C)C,131.0,-0.5,-4.7,-8.9,14.3,2.4,3.8,22.0,-0.2
